MITF primary = human MITF inhibition, primary screen. O75030. inhibition, % at 2.6 µM. actives 0.91% (n = 650,000). AlphaScreen MITF homodimerization, bead proximity signal; in the data active = inhibition above about 50%;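 also: 0% = vehicle wells with protein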
Target sequence (O75030 whole entry, looked up): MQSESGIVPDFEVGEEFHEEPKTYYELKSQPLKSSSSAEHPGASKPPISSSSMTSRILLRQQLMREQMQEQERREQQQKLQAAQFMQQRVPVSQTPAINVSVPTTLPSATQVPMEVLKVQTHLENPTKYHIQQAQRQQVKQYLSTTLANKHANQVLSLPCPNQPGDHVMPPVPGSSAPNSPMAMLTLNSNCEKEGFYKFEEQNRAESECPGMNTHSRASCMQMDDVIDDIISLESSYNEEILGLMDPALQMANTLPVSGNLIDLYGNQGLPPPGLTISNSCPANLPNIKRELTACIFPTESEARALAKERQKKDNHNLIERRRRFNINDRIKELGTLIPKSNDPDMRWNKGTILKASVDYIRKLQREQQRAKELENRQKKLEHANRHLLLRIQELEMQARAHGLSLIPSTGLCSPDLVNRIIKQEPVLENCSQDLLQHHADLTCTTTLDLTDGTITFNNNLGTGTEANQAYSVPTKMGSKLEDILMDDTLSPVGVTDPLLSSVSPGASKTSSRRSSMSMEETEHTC
TEAD-YAP inh = TEAD-YAP interaction inhibition; HEK-TIYL cells, TEAD-Gal4/YAP UAS-luciferase luminescence; inhibition, % at 9.12 µM; actives 1.4% (n = 640,000); in the data active = inhibition above about 32%;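 also: 0% = median of test compound wells and 100% = reference inhibitor wells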
FBW7 activator = human FBW7 E3 ligase activation, primary screen | AlphaScreen FBW7–phospho-cyclin E peptide binding, activator screen | actives 0.13% (n = 650,000) | Q969H0 | normalized activity (activation), % at 26.1 µM | AID 1259310; in the data active = normalized activity above about 1.9%;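 also: purified mutant Fbw7 with reduced substrate affinity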
GPR151 activ = activators of human GPR151. Q8TDV0. PathHunter beta-arrestin GPR151 cells, luminescence. activation, % at 11.2 µM. actives 1% (n = 650,000). AID 1508602; in the data active = activation above about 4.9%;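 also: 0% = median of compound wells and 100% = cells with positive control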
Target sequence (Q8TDV0 whole entry, looked up): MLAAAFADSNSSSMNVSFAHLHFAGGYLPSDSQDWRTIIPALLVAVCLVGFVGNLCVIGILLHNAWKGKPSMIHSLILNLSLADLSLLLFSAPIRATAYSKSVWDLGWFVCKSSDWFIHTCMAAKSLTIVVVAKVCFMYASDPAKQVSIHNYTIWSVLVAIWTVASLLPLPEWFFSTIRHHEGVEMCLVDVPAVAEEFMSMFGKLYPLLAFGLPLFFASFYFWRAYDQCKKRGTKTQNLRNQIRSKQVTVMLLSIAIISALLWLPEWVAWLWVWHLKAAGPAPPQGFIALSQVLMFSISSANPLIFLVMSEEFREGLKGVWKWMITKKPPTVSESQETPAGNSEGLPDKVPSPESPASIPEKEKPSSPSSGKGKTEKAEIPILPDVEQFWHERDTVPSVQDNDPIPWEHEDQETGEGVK
Starred values were filed as active, the others as inactive.

Second line of a record – MITF primary | TEAD-YAP inh | FBW7 activator | GPR151 activ
CCC(C)NC(=O)C1=CC(c2ccc(OC)c(OC)c2)=NS(=O)(=O)N1C (centres undefined)
 : 8 | 12 | -0.1 | 0.8
c1ccc(Cn2c3ccccc3c3nnc(SCCN4CCCCC4)nc32)cc1
 : -8 | 3 | 0.0 | 2.2
COC(=O)[C@@H](NC(=O)c1ccc2c(c1)S(=O)(=O)c1ccccc1C2=O)C(C)C
 : -13 | -16 | 0.0 | -1.6
Cc1cc(Cl)ccc1OCC(=O)Nc1ncn[nH]1
 : -10 | -18 | -0.5 | -1.0
CC(C)Oc1ccc(C(=O)OC[C@@H]2CCC[N+]3(C)CCCCC23)cc1 (some centres undefined)
 : 5 | 13 | 0.1 | -0.6
COC(=O)c1ccc(CN2CCN(C(C)C)C(CCO)C2)cc1 (centres undefined)
 : -13 | -3 | -0.1 | 0.0
COc1c(Cl)cc(C(=O)NCc2ccc3c(c2)OCO3)cc1Cl
 : 0 | -6 | 0.2 | 5.9*
CCN(CC)C(=Nc1ccccc1)Nc1ccccc1
 : -14 | 1 | -0.2 | 1.6
O=C(O)Cc1ccc(NC(=O)CN2C(=O)c3ccccc3C2=O)cc1
 : 22 | -9 | 0.6 | 1.1
CN(Cc1ccccc1)CC(O)COc1ccc(CNCC2CCOCC2)cc1 (centres undefined)
 : 16 | 3 | 0.4 | -1.6

Record cards, from the list above.
`Cc1cc(Cl)ccc1OCC(=O)Nc1ncn[nH]1` reads MITF primary = -10; TEAD-YAP inh = -18; FBW7 activator = -0.5; GPR151 activ = -1.0
`COc1c(Cl)cc(C(=O)NCc2ccc3c(c2)OCO3)cc1Cl` reads MITF primary = 0; TEAD-YAP inh = -6; FBW7 activator = 0.2; GPR151 activ = 5.9*

Additional entries follow:
Second line of a record – MITF primary | TEAD-YAP inh | FBW7 activator | GPR151 activ
CCOc1ccc(NC(=S)N(CCOC)C2CCN(C(C)=O)CC2)cc1
 : 5 | 2 | -0.1 | 1.2
CCOC(=O)c1sc2nc(C)c(CC)cc2c1N
 : -13 | -114 | 0.0 | -1.1
Cc1cc(N2CCC(C(=O)N3CCCC3)CC2)n2nc(C)c(-c3ccc(Cl)cc3)c2n1
 : -15 | 0 | -0.1 | 0.5
O=C(c1ccc(NC(=O)C2(c3ccccc3)CCCC2)cc1)N1CCCC1
 : -7 | -5 | 0.0 | 2.4
Cc1cccc(NC(=O)c2ccccc2NC(=O)c2cccs2)c1
 : -5 | -3 | -0.2 | -1.0
CNC(=O)c1ccc(-c2ccc3[nH]ccc3c2)nc1N(C)C
 : 14 | -23 | 0.1 | 0.0
CC(C)c1nc(CNC(=O)c2cc(COc3ccc4ncccc4c3)on2)cs1
 : -3 | 15 | 0.0 | 0.1
O=C1C(=O)N(CCCn2ccnc2)C(c2ccc(F)cc2)/C1=C(/O)c1ccc(Br)cc1 (centres undefined)
 : -5 | 15 | 0.0 | -0.4
CC(C)Oc1ccc(NC(=O)CCN2C(=O)c3cccc([N+](=O)[O-])c3C2=O)cc1
 : -3 | -3 | -0.1 | 2.7
COCCNc1nccn2c(-c3ccc(F)c(Cl)c3)cnc12
 : 0 | 0 | 0.2 | 2.1
O=C(Nc1ccc2oc(-c3ccccc3Br)nc2c1)c1ccc2c(c1)OCCO2
 : 7 | -53 | -0.1 | -1.5
COC(=O)[C@@H]1C[C@@H](NC(=O)c2ccc(Cn3nc(C)cc3C)cc2)CN1Cc1ccccc1
 : -3 | -6 | -0.1 | -1.2
Cc1ccnc2nc(C(=O)NC(C)(C)C)nn12
 : 15 | -1 | 0.3 | -0.9
Cn1nc(C(F)(F)F)c(CNS(=O)(=O)c2cccs2)c1N1CCOCC1
 : 21 | 5 | 0.1 | -1.7
CC(=O)NCCc1c[nH]c2ccc(OCc3ccccc3)cc12
 : 4 | 2 | -0.1 | -1.2
Cc1ccc(C(=O)N/C(=C/c2ccccc2Cl)C(=O)NN)cc1
 : 6 | 0 | 0.1 | -0.6
Cc1cc2c3c(c1)C(C)CC(C)(C)N3C(=O)C2=O (centres undefined)
 : 13 | 14 | 0.3 | -1.2
Cc1nc(N2CCN(c3cccc(Cl)c3)CC2)c2c3c(sc2n1)CCCC3
 : 2 | 1 | 0.0 | -1.6
CC1=C(C(=O)OC2CCCCC2)C(c2ccccc2Cl)C2=C(CC(c3ccc(Cl)cc3)CC2=O)N1 (centres undefined)
 : 7 | 3 | 1.1 | 2.8
CCCCCC1CCC(c2ccc(C(=O)CC34CCC(CC)(CC3)CC4)cc2)CC1 (centres undefined)
 : -1 | -4 | -0.1 | 2.2
COc1ccc(C)cc1NC(=O)C(C)N(c1ccc(Cl)cc1)S(C)(=O)=O (centres undefined)
 : 17 | -4 | 0.2 | 1.7
COc1ccc(OC)c(N(CC(=O)Nc2cc(C)cc(C)c2)S(=O)(=O)c2ccccc2)c1
 : 4 | -10 | 0.3 | -0.9
CCc1ccc2c(c1)C1=C(SC(C(=O)OC)=C(C(=O)OC)C13SC(C(=O)OC)=C(C(=O)OC)S3)C(C)(C)N2
 : 3 | 7 | -0.1 | -1.3
COc1cccc(C2C3=C(Nc4c2c(=O)n(C)c(=O)n4C)c2ccccc2C3=O)c1 (centres undefined)
 : -14 | 3 | 0.0 | 0.5
COc1ccccc1C(O)(C(=O)NNc1ccccc1C)c1ccccc1OC
 : 1 | 13 | 0.0 | -1.3
COc1cc(C2Nc3ccccc3NC3=C2C(=O)CC(c2ccccc2)C3)cc(Br)c1O (centres undefined)
 : 27 | -4 | 0.2 | 1.4
C=CCNC(=O)C(=O)Nc1ccccc1OC
 : -3 | -4 | -0.1 | -0.2
N#CCCn1cc(C=O)c(-c2cccs2)n1
 : -7 | -2 | 0.1 | -1.4
O=[N+]([O-])c1cccc(CSc2nc(NCc3ccco3)c3ccccc3n2)c1
 : -3 | -2 | 0.0 | -0.2
CCNc1nc(Cl)nc(NCCC2=CCCCC2)n1
 : 11 | 3 | 0.3 | -0.7

Compounds from the list above that have an aryl thioether with sulfur outside any ring, in the order listed:
Second line of a record – MITF primary | TEAD-YAP inh | FBW7 activator | GPR151 activ
c1ccc(Cn2c3ccccc3c3nnc(SCCN4CCCCC4)nc32)cc1
 : -8 | 3 | 0.0 | 2.2
O=[N+]([O-])c1cccc(CSc2nc(NCc3ccco3)c3ccccc3n2)c1
 : -3 | -2 | 0.0 | -0.2

Further structures.
Second line of a record – MITF primary | TEAD-YAP inh | FBW7 activator | GPR151 activ
Cc1ccccc1C(=O)N(C(C)C)C(C)C
 : -7 | -1 | 0.0 | 0.2
O=c1c2cc(Br)ccc2[nH]c(=S)n1Cc1ccccc1
 : -4 | -6 | 0.1 | 1.6
O=C1c2cccc3cc([N+](=O)[O-])cc(c23)C(=O)N1c1ccc(Br)cc1
 : 13 | -2 | 1.1 | -2.3
CC(C)c1ccc(C2Oc3ccccc3C3CC(c4ccco4)=NN32)cc1 (centres undefined)
 : -7 | 11 | 0.2 | 0.2
Nc1sc2ccccc2[n+]1Cc1ccccc1
 : 21 | -6 | 0.5 | 0.6
O=C1CSC(c2ccc(Cl)cc2Cl)N1c1ccccn1 (centres undefined)
 : 1 | 1 | -0.1 | 1.4
CCOc1ccccc1NC(=O)c1c(C)oc2ccc(OC)cc12
 : -6 | -7 | 0.6 | 0.0
Cc1cccc(NC(=O)CN(C)S(=O)(=O)c2ccc3c(c2)c(=O)n(C)c(=O)n3C)n1
 : 16 | 4 | 0.2 | -1.0
Cc1cccc(NC(=O)CSc2nnc(CNC(=O)c3ccc(C(C)(C)C)cc3)n2-c2ccc([N+](=O)[O-])cc2)c1
 : 11 | 4 | 0.2 | -0.8
O=C(NCc1ccccc1Cl)c1ccc(Cn2c(=S)[nH]c3cc4c(cc3c2=O)OCO4)cc1
 : -6 | -1 | 0.6 | -1.0
O=C(CN1CCN(c2ccc([N+](=O)[O-])cc2Cl)CC1)N1CCOCC1
 : 3 | 5 | 0.0 | -1.2
Cc1[nH]c(=O)n(C)c(=O)c1CCC(=O)NCCc1ccccc1
 : -1 | -4 | -0.4 | -1.0
CCC(=O)N1CCC[C@H]1Cn1nc(-c2ccc(F)cc2)ccc1=O
 : 11 | -10 | 0.1 | -0.5
COCCNCCCOc1ccc(C)cc1[N+](=O)[O-]
 : 31 | -1 | -0.1 | 7.3*
CC(C)c1nnc2n1CCN(C(=O)c1csc(-c3cccs3)n1)CC2
 : 3 | 0 | 0.0 | -0.8
O=C(O)C1CSC(c2cccc(OCc3ccc(F)cc3)c2)N1 (centres undefined)
 : 2 | -17 | 0.2 | -2.5
O=C(CN1N=C(c2ccccc2)CCC1=O)NCCCN1CCN(Cc2ccccc2)CC1
 : -3 | -2 | -0.2 | 0.2
Cc1cccc(NC(=O)CN2C(=S)NC(C)(C)CC2C)c1 (centres undefined)
 : 11 | -3 | 0.6 | -0.7
CC(C)(C)NC(=O)COc1ccc(CO)cc1
 : -25 | -2 | 0.0 | 0.0
Cc1nc2ccc(C(=O)N3CCC(C)CC3)cc2nc1C
 : 16 | 4 | 0.0 | -0.8
O=C(Nc1ccc(S(=O)(=O)N2CCCCC2)cc1)c1cc(F)c(F)c(F)c1F
 : 1 | 6 | 0.1 | -0.1
Cc1cc(-c2cnc(C)nc2C2CCN(CC(=O)NC(C)C)CC2)on1
 : -10 | -11 | 0.0 | -0.8
O=C(O)c1ccc(NC(=O)c2cc([N+](=O)[O-])ccc2Cl)cc1
 : 1 | -4 | 0.1 | -1.1
Cc1nnc(SCc2c(F)cccc2Cl)[nH]c1=O
 : -12 | -6 | 0.0 | -0.4
CN(C)c1cccc(NC(=O)CC[C@H]2CN(Cc3cccnc3)CC[C@H]2N2CCCC2)c1
 : -9 | -1 | 0.3 | 1.6
CCOC(=O)C1=C(C)N=c2s/c(=C\c3ccc(O)c(Br)c3)c(=O)n2C1c1ccc2c(c1)OCO2 (centres undefined)
 : 2 | -2 | 0.0 | -0.3
Cc1ccc(NC(=O)C2C3C=CC4(O3)C2C(=O)N(CCC(C)C)C4C(=O)NC2CCCCC2)cc1C (centres undefined)
 : -11 | 8 | -0.1 | 0.1
COc1ccc(C(C)=O)cc1COC(=O)C12CC3CC(CC(NC(C)=O)(C3)C1)C2
 : 6 | -9 | -0.1 | -0.6
O=[N+]([O-])c1ccc(S(=O)(=O)Nc2nc(-c3cccs3)cs2)cc1
 : 6 | 5 | 0.5 | -1.1
COc1cc(C(=O)Nc2cccc(C)c2)cc(OC)c1OC
 : -8 | 1 | 0.2 | 1.2
Nc1cccc(-c2nc(C(=O)NCc3nc4ccccc4[nH]3)cs2)c1
 : -8 | 18 | 0.0 | 0.5
CCN(CC)S(=O)(=O)c1ccc(C(=O)Nc2nc3ccc(OC)cc3s2)cc1
 : 8 | 1 | -0.1 | -0.7
COc1ccc(CNC(=O)c2c(C(F)(F)F)nc3c(OC)cccn23)cc1
 : 4 | 4 | -0.3 | 1.8
O=C(Nc1nnc(-c2ccccc2)s1)c1c(F)cccc1Cl
 : 7 | 2 | 0.3 | -1.4
CCn1nnnc1NCc1ccc(N2CCCC2)cc1
 : 23 | -6 | 0.2 | -1.3
COC(=O)C1=C(C)N=c2s/c(=C/c3ccc(C)cc3)c(=O)n2C1c1ccccc1Cl (centres undefined)
 : -12 | -6 | 1.2 | 0.7
COc1ccccc1N=c1oc2ccc3ccccc3c2cc1-c1nc(-c2ccc(Br)cc2)cs1
 : -10 | 3 | 0.3 | -0.3
CCN(CC)C(=O)CN1C(=O)/C(=C/c2ccc(Cl)cc2)SC1=S
 : 14 | 4 | -0.1 | 0.6
CCOC(=O)C1=C(N)OC2=C(C(=O)CC(C)(C)C2)/C1=C1\C=CC=CN1
 : 10 | 6 | -0.3 | 0.1
C=CCc1cccc(Cl)c1OCCON1C(=O)CCC1=O
 : 2 | 6 | -0.1 | 2.6
CCOc1ccc2c(c1)c(=O)c(S(=O)(=O)c1ccc(CC)cc1)cn2CC
 : 16 | -2 | 0.2 | 1.8
C=CCn1c(-c2ccccc2Br)n[nH]c1=S
 : 16 | 11 | 0.2 | 0.3
C=C(C)Cn1c(=O)c2c(nc3n(Cc4ccc(OC)cc4)c(C)c(C)n23)n(C)c1=O
 : 15 | 1 | 0.0 | 0.4
CCc1ccc(NC(=O)CSC2=C(C#N)C(c3ccc(C)o3)C(C(=O)Nc3ccccc3OC)=C(C)N2)cc1 (centres undefined)
 : 13 | -1 | 0.5 | 0.2
CCCCc1ccc(NC(=O)CCN2C(=O)c3ccccc3C2=O)cc1
 : 0 | 6 | 0.6 | 2.5
Cc1cc(C)n(CC(O)Cn2c3ccc(Br)cc3c3cc(Br)ccc32)c(=O)n1 (centres undefined)
 : -7 | 11 | -0.1 | 0.1
CCn1cnc2sc(C(=O)Oc3ccc(Cl)cc3)c(C)c2c1=O
 : 6 | -2 | 0.4 | -1.4
Cn1c(=O)n(C)c2nc(Br)c(Cl)cc21
 : 7 | -2 | 0.2 | -1.9
CCN(CC)S(=O)(=O)c1ccc(N/N=C/c2cccc(OC)c2O)c([N+](=O)[O-])c1
 : 2 | -10 | -0.1 | 1.0
CCN(CC)S(=O)(=O)c1ccc2c(c1)N(CC(=O)N1CCCCCC1)C(=O)CO2
 : 13 | 10 | -0.1 | -0.2
Cc1ccc(NC(=O)CSc2nc3ccsc3c(=O)n2CCc2ccccc2)cc1
 : 1 | -13 | -0.2 | -0.5
COc1cc(/C=N/NC(=O)c2ccccc2NC(=O)c2ccc([N+](=O)[O-])cc2)ccc1O
 : -10 | 72* | -0.1 | -1.7
